DYRK1A inh: inhibitors of rat Dyrk1A kinase; Q63470; ADP-Glo luminescence, NFATc1 peptide; inhibition, % at 12.5 µM; hit rate 0.43% among 310,000; AID 504441; in the data active = inhibition above about 50%;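 note: plate controls were vehicle with enzyme for no effect and no enzyme for full effect; many of its hits are not listed in these tables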
KCNQ1 inh: inhibitors of human KCNQ1 potassium channel; P51787; CHO-K1 KCNQ1, FluxOR thallium flux fluorescence; hits give high values; B-score at 10 µM; hit rate 1.3% among 310,000; AID 2642;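 active = compounds whose thallium flux B-score, printed positive for inhibition, exceeds three library SD while starting fluorescence stays within three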;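 note: channel opened by potassium depolarization with thallium stimulus after 20 min compound exposure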
Target sequence (P51787 whole entry, looked up): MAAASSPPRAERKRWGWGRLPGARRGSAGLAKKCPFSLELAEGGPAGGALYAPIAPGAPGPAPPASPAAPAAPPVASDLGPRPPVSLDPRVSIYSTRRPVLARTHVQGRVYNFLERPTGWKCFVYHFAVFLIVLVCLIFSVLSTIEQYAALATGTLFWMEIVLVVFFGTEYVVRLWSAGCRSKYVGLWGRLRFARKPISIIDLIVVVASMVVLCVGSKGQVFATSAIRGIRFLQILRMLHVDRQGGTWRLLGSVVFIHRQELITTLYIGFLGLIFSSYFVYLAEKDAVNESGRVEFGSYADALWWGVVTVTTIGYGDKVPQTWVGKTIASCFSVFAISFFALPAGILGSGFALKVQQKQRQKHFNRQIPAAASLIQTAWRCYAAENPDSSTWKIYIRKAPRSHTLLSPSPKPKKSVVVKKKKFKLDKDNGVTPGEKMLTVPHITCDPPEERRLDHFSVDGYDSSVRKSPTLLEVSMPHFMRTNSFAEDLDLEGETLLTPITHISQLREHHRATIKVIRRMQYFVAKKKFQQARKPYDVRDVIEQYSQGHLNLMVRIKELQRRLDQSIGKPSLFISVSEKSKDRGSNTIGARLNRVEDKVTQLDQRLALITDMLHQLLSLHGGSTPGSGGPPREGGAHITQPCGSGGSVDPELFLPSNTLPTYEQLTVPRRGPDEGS
ANO1 block: blocks the mouse calcium-activated chloride channel TMEM16A. Q8BHY3. HEK293 TMEM16A/YFP iodide influx fluorescence, ionomycin. normalized B-score (activity score, 25-100; higher = stronger inhibition) at 10 µM. hit rate 1.2% among 310,000;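 active = ratio plate-corrected score three or more library SD toward inhibition, starting fluorescence score within five deviations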;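 note: score derived from kinetic fluorescence span divided by baseline fluorescence per well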
KCNK9 inh: inhibitors of human KCNK9 two-pore domain potassium channel. Q9NPC2. HEK293 KCNK9, FluxOR thallium flux fluorescence; hits give low values. B-score at 10 µM. hit rate 1.2% among 310,000. AID 488922;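 active = ratio B-score over 3 SD below the library mean, with starting fluorescence within 5 SD of its mean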;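 note: negative B-score means less thallium flux so channel inhibition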
Target sequence (Q9NPC2 whole entry, looked up, the tested form may be a part): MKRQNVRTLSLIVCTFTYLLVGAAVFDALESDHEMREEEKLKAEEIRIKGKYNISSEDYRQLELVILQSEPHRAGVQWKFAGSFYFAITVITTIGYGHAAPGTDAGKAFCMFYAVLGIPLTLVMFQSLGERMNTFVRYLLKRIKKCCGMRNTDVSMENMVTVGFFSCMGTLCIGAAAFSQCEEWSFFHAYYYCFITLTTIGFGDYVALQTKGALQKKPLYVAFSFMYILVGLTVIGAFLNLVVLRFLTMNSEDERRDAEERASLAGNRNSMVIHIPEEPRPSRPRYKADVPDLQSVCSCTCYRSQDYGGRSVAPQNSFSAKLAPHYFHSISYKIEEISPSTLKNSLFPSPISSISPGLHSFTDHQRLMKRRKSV
KCNK3 block: human KCNK3 channel inhibition, primary screen; CHO-KCNK3 thallium flux, FluxOR fluorescence; hits give low values; hit rate 0.84% among 340,000; B-score at 10 µM;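 active = B-score under library mean minus 4 SD, starting fluorescence ratio at most library mean plus 5 SD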;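 note: more negative B-score means stronger inhibition of thallium flux through KCNK3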
KCNQ1 pot: human KCNQ1 channel potentiation or activation; B-score at 10 µM; CHO-K1 KCNQ1, thallium flux FluxOR fluorescence; hits give high values; hit rate 0.35% among 310,000; AID 2648;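 active = fluorescence ratio B-score, a plate-corrected score, at least three library SD, with initial intensity B-score within 5 SD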
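Material: CHO-K1 cells stably expressing KCNQ1. Medium: assay buffer for compound exposure, DMSO matched across wells. Reagent: K+/Tl+ depolarizing stimulus. Compound dosing: single-concentration screen. Times: 37 °C overnight plating, 90-min dark dye load, 20-min compound pretreatment. Technique: FluxOR Tl+ flux fluorescence.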
HDAC3 inh: inhibitors of human histone deacetylase 3; O15379; recombinant HDAC3, fluorogenic peptide/trypsin coupled, fluorescence; inhibition, % at 8.3 µM; hit rate 0.15% among 320,000; AID 2718; in the data active = inhibition above about 26%, passing the limit was not always enough
TRPC4 act: activators of mouse TRPC4 channel; Q9QUQ5; HEK293 TRPC4beta/mu-opioid, Fluo4 calcium fluorescence; hits give high values; B-score at 10 µM; hit rate 0.49% among 310,000;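 active = B-score above 5 SD of library B-scores, and initial fluorescence ratio not above library mean plus 5 SD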;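 note: positive B-score marks a calcium rise read as TRPC4 activation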
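Material: HEK293 stable line with TRPC4beta plus mu-opioid receptor; technique: Fluo4 calcium-sensitive dye fluorescence, kinetic, 1 Hz baseline; timing: Fluo4 dye loading 45 min at room temperature, 110 s recording; controls: assay buffer as low control, maximal DAMGO as high control; read-out: integrated baseline-normalised fluorescence ratio, converted to per-well B score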
hERG protect: hERG (human) protection from proarrhythmic block | CHO-hERG, FluxOR thallium flux, dofetilide IC70 present | AID 1511 | Q12809 | hit rate 0.51% among 310,000 | activation (rescue from dofetilide block), less the hit threshold, % at 10 µM;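 active = activation above the mean of controls blocked by dofetilide plus 5 SD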;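 note: thallium influx through hERG after potassium depolarization seen as dye fluorescence rise; in these data hits start at about 4.7%; inactives centre near -7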
ANO1 activ: mouse TMEM16A channel activation, primary screen; Q8BHY3; HEK293 TMEM16A/YFP-H148Q/I152L, iodide quench fluorescence; hits give low values; B-score at 10 µM; hit rate 0.3% among 340,000; AID 623877;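 active = fluorescence-ratio B-score plate-corrected deviation score at least 3 library SD below zero, with starting fluorescence score within 5 deviations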;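 note: channel opened by trigger with iodide after compound preincubation; score built on the fluorescence ratio of max minus min over baseline; more negative score means more quench and so TMEM16A activation or potentiation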
TRPC4 potent: TRPC4 (mouse) allosteric potentiation. hit rate 0.42% among 310,000. B-score at 10 µM. AID 2227. HEK293 TRPC4beta/mu-opioid, DAMGO EC20, Fluo-4 Ca2+ flux; hits give high values. Q9QUQ5;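 active = B-score of calcium response area above 5 SD of library B-scores, with initial fluorescence ratio within 5 SD of library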;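 note: B-score of integrated fluorescence ratio over time as area under calcium response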
An asterisk follows results filed as active; i = inactive; nt = no result given. Only part of the results is shown; count on the stated rates, not on these rows.

Below each SMILES: DYRK1A inh	KCNQ1 inh	ANO1 block	KCNK9 inh	KCNK3 block	KCNQ1 pot	HDAC3 inh	TRPC4 act	hERG protect	ANO1 activ	TRPC4 potent
1) CC(=O)CC(=O)Nc1ccc(C(N)=O)cc1
 : 5	i	i	i	i	i	-4	i	-14	i	i
2) C=CCN1C(=O)C(Cc2ccccc2Cl)SC1=Nc1ccc(C(=O)O)cc1 (configuration not stated)
 : -3	i	i	i	i	i	-4	i	-7	i	i
3) C[C@H](NC(=O)NCc1ccc(F)cc1)C(=O)O
 : 0	i	i	i	i	i	-3	i	-4	i	i
4) CN(c1cccc(NC(=O)c2ccc(C(C)(C)C)cc2)c1)S(C)(=O)=O
 : 18	i	i	i	i	i	4	i	-13	i	i
5) COc1ccccc1CNC(=O)N/C=C/c1ccc(Cl)cc1
 : -3	i	i	i	i	i	15	i	-5	i	i
6) Cc1ccccc1C(=O)Nc1ccccc1Sc1ccccc1
 : -6	i	i	i	i	i	0	i	-7	i	i
7) O=C(c1ccc(S(=O)(=O)Nc2ccc(F)cc2)cc1)N1CCN(C(=O)c2ccco2)CC1
 : -1	i	i	i	i	i	-2	i	-5	i	i
8) COc1ccc(CCN2CCCC(CN(C)C(=O)c3cc(C)oc3C)C2)cc1 (configuration not stated)
 : -1	i	i	i	i	i	3	i	-13	i	i
9) CN(C)c1ccsc1C(=O)NNS(=O)(=O)c1ccc(Cl)cc1
 : -2	i	i	i	i	i	7	i	-6	i	i
10) COc1ccc(/C=C/C(=O)N(CC(C)C)C2CCS(=O)(=O)C2)cc1 (configuration not stated)
 : -5	i	i	i	i	i	5	i	-10	i	i
11) COc1cc(/C=C(\C#N)C(=O)NCC2CCCO2)ccc1OCC(N)=O (configuration not stated)
 : nt	i	i	i	i	i	-4	i	-13	i	i
12) CC(C)(C)c1ccc(C(=O)NCC(=O)OCC(=O)Nc2ccccc2[N+](=O)[O-])cc1
 : -2	i	i	i	i	i	3	i	-2	i	i
13) Nc1nc(SCC(=O)Nc2ccc(C(F)(F)F)cc2)[nH]c(=O)c1NC(=O)c1ccc(F)c(F)c1
 : -5	i	i	i	i	i	2	i	-4	i	i
14) CS(=O)(=O)N1Cc2ccccc2CC1C(=O)OCC(=O)Nc1ccc2ccccc2c1 (configuration not stated)
 : 8	i	i	i	i	i	11	i	-4	i	i
15) COc1cccc(C2C(C#N)=C(N)N(c3ncn[nH]3)C3=C2C(=O)CCC3)c1 (configuration not stated)
 : 9	i	i	i	i	i	4	i	-13	i	i
16) CCc1cccc(C)c1NC(=S)N1CCCCC1c1cccnc1 (configuration not stated)
 : 11	i	i	i	i	i	-4	i	-14	i	i
17) CC(=O)ON1C(C)(C)Cc2noc(N)c2C1(C)C
 : 2	i	i	i	i	i	-2	i	-7	i	i
18) CCCCNc1nc(N)ncc1[N+](=O)[O-]
 : 23	i	i	i	i	i	1	i	-8	i	i
19) O=C(Nc1ccccc1Cl)C1CCCN(S(=O)(=O)c2ccc(-n3cnnn3)cc2)C1 (configuration not stated)
 : -5	i	i	i	i	i	-6	i	-3	i	i
20) Cc1c(C(=O)N2CCOCC2)c(S(=O)(=O)Nc2ccccc2)c(C)n1C
 : 8	i	i	i	i	i	0	i	-6	i	i
21) COc1ccc(C)cc1Cn1c(S(C)(=O)=O)nc2ccccc21
 : -6	i	i	i	i	i	-2	i	-8	i	i
22) CC1CCN(C(=O)COc2ccccc2F)CC1
 : 2	i	i	i	i	i	3	i	-2	i	i
23) COc1ccc(N2CC(C(=O)N[C@H](C(=O)NC3CCCCC3)C(C)C)CC2=O)cc1 (some centres not stated)
 : 1	i	i	i	i	i	-8	i	-10	i	i
24) Cc1cc(C)nc(N2CCN(c3nnnn3-c3ccccc3)CC2)n1
 : -7	i	i	i	i	i	3	i	-5	i	i
25) COc1ccc(S(=O)(=O)N2CCC(C(=O)N[C@H](C(=O)NCc3ccco3)C(C)C)CC2)cc1
 : 8	i	i	i	i	i	-1	i	-3	i	i
26) CN(C)C(=O)N1CCCC(C(=O)NCCc2ccccc2)C1 (configuration not stated)
 : -12	i	i	i	i	i	3	i	-12	i	i
27) Cn1nc(C(=O)Nc2sccc2C(N)=O)ccc1=O
 : 11	i	i	i	i	i	11	i	0	i	i
28) O=C(CSCc1ccc(Cl)cc1)NN=C1CCCCCC1
 : 4	i	i	i	i	i	5	i	0	i	i
29) O=C(O)C1CCC(CNS(=O)(=O)c2ccccc2)CC1 (configuration not stated)
 : -5	i	i	i	i	i	2	i	-4	i	i
30) COc1ccc(C(=O)N/C(=C/c2cccnc2)C(=O)Nc2cccc(C(C)=O)c2)cc1OC
 : -4	i	i	i	i	i	6	i	-11	i	i
31) CCN1CCN(C(=O)c2ccc(Sc3ccccc3Cl)c([N+](=O)[O-])c2)CC1
 : 4	i	i	i	i	i	0	i	-9	i	i
32) Nc1nc(SCC(=O)N2CCCc3ccccc32)[nH]c(=O)c1-c1ccccc1
 : -2	i	i	i	i	i	1	i	-2	i	i
33) CCn1ncc(Br)c1C(=O)Nc1sc2c(c1C(=O)OC)CCC2
 : -3	i	i	i	i	i	-4	i	0	i	i
34) O=C(O)CNS(=O)(=O)/C=C/c1ccccc1
 : 1	i	i	i	i	i	3	i	-10	i	i
35) c1ccc(CSc2ncnc3c2sc2nc(N4CCOCC4)c4c(c23)CCCC4)cc1
 : 4	i	i	i	i	i	-7	i	-8	i	i
36) NC(=O)COC(=O)/C=C/c1ccc(S(=O)(=O)N2CCCCCC2)cc1
 : nt	i	i	i	i	i	1	i	-11	i	i
37) CCOc1ccccc1Nc1nc2ccccc2[nH]1
 : -13	i	i	i	i	i	6	i	-6	i	i
38) Cc1nc(NCC2CC2)c2nnn(Cc3ccccc3)c2n1
 : nt	i	i	i	i	i	-4	i	-16	i	i
39) Cc1csc(SCc2ccc(C(=O)O)cc2)n1
 : 0	i	i	i	i	i	6	i	-5	i	i
40) O=C1CCC[C@@H]2[C@H]3CCC[N+]4([O-])CCC[C@@H](CN12)[C@@H]34 (some centres not stated)
 : -3	i	i	i	i	i	5	i	-3	i	i
41) N#Cc1ccc(OCc2ccc(C(=O)O)o2)cc1
 : -4	i	i	i	i	i	3	i	3	i	i
42) COCCSc1ccccc1C(=O)Nc1nnc(C)s1
 : 0	i	i	i	i	i	2	i	-9	i	i
43) CCCCc1nc2cc(C(=O)N3CCCC3)ccc2o1
 : 0	i	i	i	i	i	-19	i	-6	i	i
44) Cc1oc(-c2ccc(Cl)cc2)nc1CN1CCCC(C(=O)N2CCN(C(=O)c3ccco3)CC2)C1 (configuration not stated)
 : -1	i	25*	i	i	i	5	i	-11	i	i
45) Cc1ccc(CNC(=O)CCc2ccc(S(=O)(=O)NCC(C)C)cc2)cc1
 : 6	i	i	i	i	i	-3	i	0	i	i
46) Cc1ccc2cccc(OCC(=O)N3CC(C)CC(C)C3)c2n1 (configuration not stated)
 : 0	i	i	i	i	i	0	i	-4	i	i
47) C#CCOc1nc2c(c(=O)n(C)c(=O)n2C)n1Cc1ccccc1
 : -6	i	i	i	i	i	7	i	-8	i	i
48) CC1CCCCN1C(=O)COC(=O)/C=C/c1ccc2ccccc2n1 (configuration not stated)
 : -2	i	i	i	i	i	-12	i	-2	i	i
49) CCc1ccc(-c2ccc(SCC(=O)NCC3CCCO3)nn2)cc1 (configuration not stated)
 : nt	i	i	i	i	i	0	i	-10	i	i
50) CC(OC(=O)c1cccc(N2C(=O)c3ccccc3C2=O)c1)C(=O)Nc1ccc(N(C)C)cc1 (configuration not stated)
 : -2	i	i	i	i	i	0	i	-3	i	i
51) O=C(c1ccc(S(=O)(=O)Nc2ccccc2)cc1)N1CCCC(C(F)(F)F)C1 (configuration not stated)
 : -6	i	i	i	i	i	2	54*	-8	i	i
52) CCN(CC(=O)Nc1cc(Cl)ccc1OC)CC(=O)NC1CCS(=O)(=O)C1 (configuration not stated)
 : 2	i	i	i	i	i	-1	i	-10	i	i
53) Cc1onc(-c2ccccc2)c1C(=O)N1CCC(C)CC1
 : -5	i	i	i	i	i	3	i	-12	i	i
54) CCCCn1c(N)c(N(CCOC)C(=O)c2cc(CC)c(C)s2)c(=O)[nH]c1=O
 : 3	i	i	i	i	i	4	i	-15	i	i
55) Cc1cc(-c2n[nH]c(=S)n2/N=C/C=C/c2ccco2)n[nH]1
 : 9	i	i	i	i	i	1	i	-5	i	i
56) CC(C)NC(=S)N1CCN(c2ncccn2)CC1
 : 0	i	i	i	i	i	-9	i	-5	i	i
57) Cc1cc2oc(=O)cc(CSc3nnc(-c4cccs4)o3)c2cc1C(C)C
 : -3	i	i	i	i	i	12	i	-12	i	i
58) c1ccc(-c2nnc(SCc3nc4ccccc4[nH]3)n2Cc2ccco2)cc1
 : 7	i	i	i	i	i	5	i	-8	i	i
59) O=C(NNC(=O)C1CCN(Cc2ccccc2)CC1)c1cccs1
 : -6	i	i	i	i	i	11	i	-13	i	i
60) O=C(Cn1c2c(c(-c3ccccc3Cl)cc1=O)CCC2)NCCCN1CCOCC1
 : 2	i	i	i	i	i	-3	i	-17	i	i

(cont.)
Below each SMILES: DYRK1A inh	KCNQ1 inh	ANO1 block	KCNK9 inh	KCNK3 block	KCNQ1 pot	HDAC3 inh	TRPC4 act	hERG protect	ANO1 activ	TRPC4 potent
61) O=C(Nc1ccccc1-c1nnn(CC(=O)N2CCCc3ccccc32)n1)c1ccco1
 : -1	i	i	i	i	i	-1	i	-8	i	i
62) CCOc1ccc(NC(=O)CCCn2nc(C)c3c(C)n(-c4ccccc4)nc3c2=O)cc1
 : -1	i	i	i	i	i	-4	i	-15	i	i
63) O=C(Cn1c(-c2ccccc2Cl)nc2ccccc21)Nc1cccc(Cl)c1
 : 0	i	i	-7.5*	i	i	nt	i	-8	i	i
64) CC(C)(C)c1ccc(C(=O)Nc2ccc3c(c2)C(=O)NC3=O)cc1
 : -1	i	i	i	i	i	-10	i	-10	i	i
65) CCOC(=O)N1CCN(C(=O)COc2ccc3ccccc3c2Br)CC1
 : -2	i	i	i	i	i	0	i	-4	i	i
66) O=C(Cc1sc(-c2ccccc2)nc1-c1ccccc1)Nc1ccc(Cl)cc1
 : -2	i	i	i	i	i	-5	i	-13	i	i
67) Cc1ccc(NC(=O)c2ccc(OC(F)(F)F)cc2)cc1S(=O)(=O)N(C)C
 : 3	i	i	i	i	i	1	i	-9	i	i
68) Cc1ccccc1NC(=S)NCc1ccc2c(c1)cc(C)n2C
 : 2	i	i	i	i	i	-1	i	-4	i	i
69) Cc1cc(C)cc(NC(=O)CCN2C(=O)c3ccccc3C2=O)c1
 : -3	i	i	i	i	i	1	i	0	i	i

From PubChem
